Bioassay records from PubChem.
Tcruzi prolif: T. cruzi intracellular proliferation inhibitors, primary screen, cell-based, beta-gal Tulahuen parasites, NIH3T3 host, luminescence. T. cruzi beta-gal in NIH3T3, GalScreen luminescence, 90 h. inhibition, % at 8.34 µM. actives 5.9% (n = 77,000). AID 624255, 2012;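 active = mean inhibition above about 93%, with at least 55% of replicates each passing it, limit read from the data, passing the limit was not always enough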
KDM4C inh: inhibitors of GASC-1 (KDM4C) histone demethylase, primary screen, biochemical, single concentration HTS; AID 720574, 2013; actives 0.15% (n = 96,000); Lysine-specific demethylase 4C (Homo sapiens), Q9H3R0; GST-KDM4C 2-372, H3K9me3 peptide, LANCE TR-FRET; inhibition, % at 12.5 µM;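 active = mean replicate inhibition above about 25%, with at least 55% of replicates also reaching it, limit read from the data, passing the limit was not always enough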
Target sequence (Q9H3R0 2-372 limits assumed): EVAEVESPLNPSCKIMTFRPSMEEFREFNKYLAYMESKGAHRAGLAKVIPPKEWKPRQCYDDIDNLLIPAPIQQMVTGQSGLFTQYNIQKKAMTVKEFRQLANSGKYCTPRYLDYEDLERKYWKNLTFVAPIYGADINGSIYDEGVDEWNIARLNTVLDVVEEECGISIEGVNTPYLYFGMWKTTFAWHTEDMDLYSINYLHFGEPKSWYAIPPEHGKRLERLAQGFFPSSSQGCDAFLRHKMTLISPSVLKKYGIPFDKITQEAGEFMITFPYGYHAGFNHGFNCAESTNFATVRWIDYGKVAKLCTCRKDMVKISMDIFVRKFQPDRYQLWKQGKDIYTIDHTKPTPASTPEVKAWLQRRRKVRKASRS
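reagent = H3K9me3 peptide substrate, Fe(II), 2-oxoglutarate | system = GST-tagged GASC-1 (JMJD2C) catalytic fragment, aa 2-372 | amount = enzyme final amount 10 nM | read-out = Fall in 671/618 emission ratio as inhibition | medium = HEPES buffer, pH 7.5, plus ascorbate | schedule = 30 min reaction, 60 min detection, RT | measured by = LANCE TR-FRET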
C diff HTS: C. difficile growth inhibitors, primary screen, HTS | Clostridium difficile clinical isolate growth, OD600, 24 h; stronger effect = lower value | growth activity, negative = inhibition, % at 16 µg/mL (by protocol) | actives 0.25% (n = 86,000) | AID 1259249, 2017;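 active = mean growth activity at or below -80% and every replicate also at or below -80%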;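 note: 0% = DMSO wells and -100% = levofloxacin 16 µg/mL wells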
Pf Dd2 growth: P. falciparum Dd2 growth inhibitors, primary screen, SYBR Green fluorescence, single dose replicates | activity change, % at 10 µM | 72 h; stronger effect = lower value | actives 2.3% (n = 94,000); in the data active = activity change below about -80%
* = called active by the depositor; nt = no result given; & = joins results of further samples; ! = not confirmed by another sample.

SMILES | Tcruzi prolif | KDM4C inh | C diff HTS | Pf Dd2 growth
N#Cc1cccc(-c2ccc([C@H]3[C@@H](CO)N4CCCCN(C(=O)Nc5cccc(F)c5)C[C@H]34)cc2)c1 | 81 | -1.7 | 38 | -69
CCCC(=O)Nc1ccc2c(c1)OC[C@@H](C)N(C(=O)CN(C)C)C[C@H](C)[C@@H](OC)CN(C)C2=O | 0 | 0.7 | nt | 9
Cc1ccccc1S(=O)(=O)N1C[C@@H]2N[C@H](C1)C2c1ccc(-c2ccc(C#N)cc2)cc1 (stereo partly drawn) | nt | -3.7&-1.7 | 8&63 | -84*!
COc1ccc(S(=O)(=O)Nc2ccc3c(c2)CC(=O)N([C@@H](C)CO)C[C@@H](C)[C@@H](CN(C)Cc2ccncc2)O3)cc1 | nt | -2.6 | 1 | -1
OC[C@H]1[C@@H](c2ccc(/C=C/c3ccccc3)cc2)[C@@H]2CN(Cc3cncnc3)CCCCN12 | 102* | nt | 5 | -76
C[C@H]1CN([C@@H](C)CO)C(=O)c2cc(NC(=O)Cn3cnnn3)ccc2O[C@H]1CN(C)Cc1ccc(Oc2ccccc2)cc1 | 92 | 0.8 | -25 | 9
O=C(C[C@@H]1C[C@@H]2c3cc(NC(=O)c4ccc5c(c4)OCO5)ccc3O[C@@H]2[C@H](CO)O1)NCc1ccc(Oc2ccccc2)cc1 | -11 | 0.0 | -20 | -39
CO[C@@H]1CN(C)C(=O)c2ccc(NC(=O)C3CCC3)cc2OC[C@@H](C)N(Cc2ccc(F)cc2)C[C@H]1C | 71 | 1.7 | nt | nt
CCCC(=O)Nc1ccc2c(c1)C(=O)N(C)C[C@H](OC)[C@@H](C)CN(Cc1ccc(F)cc1)[C@H](C)CO2 | 26 | 1.0 | nt | nt
C[C@@H]1CN([C@H](C)CO)C(=O)Cc2cc(NS(=O)(=O)c3cn(C)cn3)ccc2O[C@H]1CN(C)CC1CCCCC1 | 14 | 2.3 | -2 | 1
C[C@H](CO)N1C[C@H](C)[C@@H](CN(C)C(=O)NC2CCCCC2)Oc2ccc(NC(=O)Nc3ccc(C(F)(F)F)cc3)cc2CC1=O | 66 | -1.2 | 10 | -73
C[C@@H]1CN([C@@H](C)CO)C(=O)c2cccc(NS(=O)(=O)c3ccccc3)c2O[C@H]1CN(C)Cc1ccc(C(F)(F)F)cc1 | 29 | 0.9 | 8 | -60
COc1ccc2c3c(n(C)c2c1)[C@@H](CO)N(S(C)(=O)=O)CC31CCN(C(=O)c2ccccn2)CC1 | nt | -1.5 | -1 | -45
C[C@@H]1CCCCO[C@@H](CN(C)C(=O)CCC(F)(F)F)[C@@H](C)CN([C@@H](C)CO)C(=O)c2cc(NC(=O)Cc3ccccc3)ccc2O1 | -2 | 0.4 | -6 | nt
COc1ccc(S(=O)(=O)Nc2ccc3c(c2)C(=O)N([C@H](C)CO)C[C@@H](C)[C@@H](CN(C)Cc2ccc(C(F)(F)F)cc2)OCCCC[C@H](C)O3)cc1 | 63 | 2.0 | 17 | -70
COc1ccccc1CNC(=O)C[C@H]1C[C@H]2c3cc(NS(C)(=O)=O)ccc3O[C@H]2[C@@H](CO)O1 | 19 | -5.4 | 1 | 22
CN1[C@H](C(=O)N2CCc3ccccc3C2)[C@@H](CO)[C@@H]2Cn3c(ccc(-c4ccccc4)c3=O)[C@@H]21 | 15 | 3.3 | 1 | nt
C[C@H](CO)N1C[C@H](C)[C@H](CN(C)S(=O)(=O)c2ccc(-c3ccccc3)cc2)OCc2cn(nn2)CCCC1=O | 7 | -0.8 | 3 | -27
O=C(NCC[C@@H]1CC[C@@H](NS(=O)(=O)Cc2ccccc2)[C@H](CO)O1)C1CC1 | nt | -1.5 | -1 | 4
COc1cccc(NC(=O)N(C)C[C@H]2Oc3cc(-c4cccc(C(=O)N(C)C)c4)ccc3S(=O)(=O)N([C@H](C)CO)C[C@H]2C)c1 | 87 | -0.3 | 2 | -11
COCC(=O)N1C[C@@H](C)[C@H](OC)CN(C)C(=O)c2cc(NC(=O)C3CCC3)ccc2OC[C@H]1C | -19 | -0.6 | 5 | 14
Cc1noc(C)c1NC(=O)Nc1ccc2c(c1)C(=O)N([C@H](C)CO)C[C@@H](C)[C@H](CN(C)S(=O)(=O)c1cn(C)cn1)O2 | 44 | 1.7 | -9 | 25
C[C@H]1CN([C@@H](C)CO)S(=O)(=O)c2ccc(C#Cc3ccc(F)cc3)cc2O[C@H]1CN(C)S(=O)(=O)c1ccc(F)cc1 | 107* | 0.8 | 4 | -22
C[C@H]1CN([C@@H](C)CO)C(=O)c2cccc(NC(=O)CCCCCC(=O)Nc3ccccc3N)c2O[C@H]1CN(C)C(=O)Nc1ccc(C(F)(F)F)cc1 | nt | 0.8 | 12 | -92*
CCNC(=O)C[C@@H]1CC[C@@H]2[C@H](COc3ccc(NC(=O)C4CCOCC4)cc3C(=O)N2C)O1 | 25 | 7.4 | -8 | 5

One compound at a time (already shown). Order of screens: Tcruzi prolif, KDM4C inh, C diff HTS, Pf Dd2 growth
`C[C@H]1CN([C@@H](C)CO)C(=O)c2cc(NC(=O)Cn3cnnn3)ccc2O[C@H]1CN(C)Cc1ccc(Oc2ccccc2)cc1` across the screens: 92, 0.8, -25, 9
`COc1ccccc1CNC(=O)C[C@H]1C[C@H]2c3cc(NS(C)(=O)=O)ccc3O[C@H]2[C@@H](CO)O1` across the screens: 19, -5.4, 1, 22
`O=C(C[C@@H]1C[C@@H]2c3cc(NC(=O)c4ccc5c(c4)OCO5)ccc3O[C@@H]2[C@H](CO)O1)NCc1ccc(Oc2ccccc2)cc1` across the screens: -11, 0.0, -20, -39
`COc1ccc2c3c(n(C)c2c1)[C@@H](CO)N(S(C)(=O)=O)CC31CCN(C(=O)c2ccccn2)CC1` across the screens: nt, -1.5, -1, -45
`CCCC(=O)Nc1ccc2c(c1)OC[C@@H](C)N(C(=O)CN(C)C)C[C@H](C)[C@@H](OC)CN(C)C2=O` across the screens: 0, 0.7, nt, 9

(more compounds)
SMILES | Tcruzi prolif | KDM4C inh | C diff HTS | Pf Dd2 growth
Cc1ccccc1S(=O)(=O)NCC[C@@H]1CC[C@H](NC(=O)Nc2cccc(F)c2)[C@H](CO)O1 | -33 | -2.6 | -6 | -17
Cc1noc(C)c1NC(=O)N(C)C[C@H]1Oc2ncc(C#CC3CCCCC3)cc2C(=O)N([C@H](C)CO)C[C@H]1C | 32 | 0.7 | -6 | -35
Cc1ccc(S(=O)(=O)N(C)C[C@H]2Oc3c(NC(=O)CCCCCC(=O)Nc4ccccc4N)cccc3C(=O)N([C@@H](C)CO)C[C@@H]2C)cc1 | nt | 18 | 0 | -75
O=C(N[C@@H]1C[C@@H]2O[C@@H](CO)CC[C@@H]2O[C@@H]1CCc1ccc(-c2cccnc2)cc1)c1cccc(F)c1 | nt | nt | -8 | -42
C[C@@H]1CN([C@@H](C)CO)C(=O)c2cccc(NC(=O)c3ccncc3)c2O[C@@H]1CN(C)CC1CCCCC1 | 14 | -0.1 | 2 | -18
COc1cccc(NC(=O)N[C@H]2C=C[C@@H](CC(=O)Nc3ccccc3)O[C@@H]2CO)c1 | nt | -0.2 | -3 | -5
CCCN(C)C[C@@H]1OCCCC[C@@H](C)Oc2ccc(NS(=O)(=O)c3ccccc3)cc2C(=O)N([C@@H](C)CO)C[C@@H]1C | 76 | -1.8 | 0 | -30
C[C@@H]1CN([C@@H](C)CO)C(=O)Cc2cc(NS(C)(=O)=O)ccc2O[C@H]1CN(C)Cc1ccccc1 | 16 | -1.1 | 5 | -1
COc1ccc(NC(=O)N(C)C[C@@H]2Oc3c(NS(=O)(=O)c4cn(C)cn4)cccc3C(=O)N([C@@H](C)CO)C[C@H]2C)cc1 | -2 | 2.8 | 1 | 18
O=C(C[C@@H]1CC[C@H]2[C@@H](COC[C@@H](O)CN2C(=O)c2ccccc2F)O1)N1CCN(c2ccccc2)CC1 | -1 | -0.1 | 2 | -5
C[C@H]1CN([C@@H](C)CO)C(=O)Cc2cc(NS(=O)(=O)c3cn(C)cn3)ccc2O[C@@H]1CN(C)Cc1ccc(Oc2ccccc2)cc1 | -10 | 0.0 | -7 | -53
C[C@H]1CCCCO[C@@H](CN(C)C(=O)NC2CCCCC2)[C@@H](C)CN([C@@H](C)CO)C(=O)c2cc(NC(=O)CCC(F)(F)F)ccc2O1 | 46 | -0.2 | 6 | -65
CN(C)CC(=O)N[C@H]1CC[C@H](CCNC(=O)Nc2ccc(Cl)cc2)O[C@H]1CO | -147 | -1.5 | 1 | -7
C[C@H](CO)N1C[C@H](C)[C@H](CN(C)Cc2ccc(C(F)(F)F)cc2)Oc2ccc(NC(=O)NC3CCCCC3)cc2C1=O | 105 | -0.1 | nt | 20
Cc1noc(C)c1S(=O)(=O)N(C)C[C@H]1Oc2ccc(NS(=O)(=O)c3ccc(Cl)cc3)cc2CC(=O)N([C@@H](C)CO)C[C@H]1C | -1 | -3.5 | 2 | -17
O=C(NCCN1CCCCC1)[C@@H]1N[C@@H]2c3ccc(-c4ccncc4)c(=O)n3C[C@@H]2[C@H]1CO | 101* | -0.9 | nt | -6
CO[C@H]1CN(C)C(=O)c2cc(NC(C)=O)ccc2OC[C@H](C)N(Cc2nccs2)C[C@H]1C | 16 | -0.2 | -1 | 10
C[C@H]1CN([C@@H](C)CO)C(=O)c2cc(NC(=O)c3ccncc3)ccc2O[C@@H]1CN(C)S(=O)(=O)c1cn(C)cn1 | 60 | 0.8 | -6 | 8
C[C@H](CO)N1C[C@H](C)[C@@H](CN(C)CC2CCCCC2)OCCCC[C@H](C)Oc2ccc(NC(=O)c3ccccc3)cc2C1=O | 50 | 1.7 | 10 | -9
COc1ccc2c3c([nH]c2c1)[C@@H](CO)N(C(=O)Nc1ccc(F)cc1)CC31CN(C(=O)Nc2ccc3c(c2)OCO3)C1 | nt | -5.5 | -2 | -21
CS(=O)(=O)Nc1ccc2c(c1)[C@H]1C[C@@H](CC(=O)NC3CCCCC3)O[C@H](CO)[C@H]1O2 | 18 | 0.0 | nt | 5
O=C(NCC[C@H]1CC[C@H](NS(=O)(=O)c2cccc(F)c2)[C@@H](CO)O1)C1CCC1 | nt | 5.9 | 0 | -20
CCCN(C)C[C@H]1Oc2cc(C#Cc3cccc(F)c3)ccc2S(=O)(=O)N([C@@H](C)CO)C[C@H]1C | 108* | -0.9 | 2 | nt
C[C@@H]1CN([C@@H](C)CO)C(=O)c2cc(-c3cccc(F)c3)cnc2O[C@@H]1CN(C)C(=O)C1CCCCC1 | 37 | -0.4 | 9 | -34
CNC[C@H]1Oc2ccc(NC(=O)Nc3ccc(F)cc3)cc2CC(=O)N([C@H](C)CO)C[C@@H]1C | nt | -1.6 | 2 | 3
The listing continues:
SMILES | Tcruzi prolif | KDM4C inh | C diff HTS | Pf Dd2 growth
C[C@H]1CN([C@@H](C)CO)C(=O)c2cccc(NC(=O)CCCCCC(=O)Nc3ccccc3N)c2O[C@H]1CN(C)S(=O)(=O)c1ccccc1 | nt | -0.4 | -7 | -34
CCCC(=O)Nc1ccc2c(c1)C(=O)N(C)[C@H]1CC[C@H](CC(=O)NCCc3ccccc3)O[C@@H]1CO2 | 17 | 0.4 | 0 | -14
Cc1ccccc1S(=O)(=O)N1CC[C@@H]2[C@@H](CO)Nc3ccc(-c4ccccc4F)cc3[C@@H]21 | 119* | -2.7 | 7 | -13
CCCNC(=O)N[C@H]1C=C[C@H](CC(=O)N2CCN(C)CC2)O[C@@H]1CO | 43 | 2.9 | nt | 2
C[C@@H]1CCn2cc(nn2)COC[C@@H](Cc2ccccc2)NC1=O | nt | 0.7 | -2 | nt
COc1ccc(NC(=O)Nc2cccc3c2O[C@@H](CN(C)Cc2ccncc2)[C@H](C)CN([C@H](C)CO)C3=O)cc1 | nt | 3.0 | 2 | 0
Cc1noc(C)c1NC(=O)Nc1ccc2c(c1)C(=O)N([C@@H](C)CO)C[C@@H](C)[C@@H](CN(C)S(=O)(=O)c1cccs1)OCCCC[C@H](C)O2 | 3 | 0.0 | 5 | -26
C[C@@H]1CN([C@H](C)CO)S(=O)(=O)c2ccc(C#Cc3ccccn3)cc2O[C@@H]1CN(C)Cc1ccc(F)cc1 | 116* | -4.6 | -1 | -24
O=C(O)[C@H]1[C@H](CO)[C@H]2Cn3c(ccc(-c4ccccc4)c3=O)[C@H]2N1Cc1ccccc1F | 70 | -0.4 | 11 | nt
C[C@H]1CN([C@@H](C)CO)C(=O)c2cc(-c3ccccc3)cnc2O[C@H]1CN(C)C(=O)Cc1ccccc1 | -33 | 0.5 | 0 | -25
CC(C)CC#Cc1ccc2c(c1)O[C@@H](CN(C)Cc1ccncc1)[C@@H](C)CN([C@H](C)CO)S2(=O)=O | 130* | -1.0 | 12 | -56

Quoted from the listing.
Under Pf Dd2 growth, `C[C@H]1CN([C@@H](C)CO)C(=O)c2cc(NC(=O)Cn3cnnn3)ccc2O[C@H]1CN(C)Cc1ccc(Oc2ccccc2)cc1` reads 9
Under C diff HTS, `COc1ccc2c3c(n(C)c2c1)[C@@H](CO)N(S(C)(=O)=O)CC31CCN(C(=O)c2ccccn2)CC1` reads -1
